OX1R antag = blocks the human orexin 1 receptor; OX1R-expressing cells, FRET antagonist read-out; inhibition, % at 6.6 µM; hit rate 1.8% among 330,000; in the data active means inhibition mostly above about 38%, no sharp cut-off; inactive means mostly below about 40%;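 further: 0% = agonist challenge alone and 100% = reference antagonist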
Target sequence (O43613 whole entry, looked up): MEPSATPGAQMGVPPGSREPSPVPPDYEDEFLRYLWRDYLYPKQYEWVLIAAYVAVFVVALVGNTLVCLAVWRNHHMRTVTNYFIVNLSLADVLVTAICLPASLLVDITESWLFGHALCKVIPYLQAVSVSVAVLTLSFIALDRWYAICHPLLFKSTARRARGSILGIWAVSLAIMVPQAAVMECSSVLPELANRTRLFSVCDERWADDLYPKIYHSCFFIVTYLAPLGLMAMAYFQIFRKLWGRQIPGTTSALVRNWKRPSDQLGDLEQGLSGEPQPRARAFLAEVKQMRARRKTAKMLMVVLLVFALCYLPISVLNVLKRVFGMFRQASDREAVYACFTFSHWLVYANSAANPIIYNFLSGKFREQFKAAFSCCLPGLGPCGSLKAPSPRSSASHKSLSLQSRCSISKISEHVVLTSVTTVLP
STK33 kinase inh = inhibitors of human STK33 kinase | inhibition, % at 10 µM | purified STK33, MBP phosphorylation, ADP-Glo luminescence | hit rate 0.073% among 320,000 | Q9BYT3;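 active means inhibition at or above 25%, using the most active replicate where run in duplicate; inactive means inhibition below 25%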
Target sequence (Q9BYT3 whole entry, looked up): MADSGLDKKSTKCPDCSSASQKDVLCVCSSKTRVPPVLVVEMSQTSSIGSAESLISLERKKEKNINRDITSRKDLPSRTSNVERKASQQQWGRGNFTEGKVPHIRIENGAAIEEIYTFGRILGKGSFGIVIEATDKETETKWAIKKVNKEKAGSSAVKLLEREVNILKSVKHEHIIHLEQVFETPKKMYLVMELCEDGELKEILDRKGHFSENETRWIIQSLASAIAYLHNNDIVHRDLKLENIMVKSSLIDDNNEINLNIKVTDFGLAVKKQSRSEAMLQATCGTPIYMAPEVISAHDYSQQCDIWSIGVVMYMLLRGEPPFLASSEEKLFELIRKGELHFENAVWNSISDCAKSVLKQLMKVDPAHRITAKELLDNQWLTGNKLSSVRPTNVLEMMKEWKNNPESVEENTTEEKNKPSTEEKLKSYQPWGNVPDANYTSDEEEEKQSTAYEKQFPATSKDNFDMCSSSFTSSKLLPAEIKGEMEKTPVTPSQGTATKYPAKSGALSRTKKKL
* hit, by the source's call; · = not tested or not shown. An unsorted share of the library; about 1.8% have a hit in one of these screens.

Values run as follows: OX1R antag | STK33 kinase inh
> CC1CSC(N(C(=O)c2ccc(S(C)(=O)=O)cc2)c2ccc(Cl)cc2)=N1 (stereo unspecified)
  16 | -1.3
> COc1cccc(OCC(O)CN2CCN(CCN3C(=O)c4cccc5cccc(c45)C3=O)CC2)c1 (stereo unspecified)
  38 | 0.1
> CC(=O)Nc1ccc(C(=O)OCC(=O)NCc2cccs2)cc1
  13 | -1.1
> CC1(C)CC2CC(C)(CN2C(=O)CCCN2C(=O)c3ccccc3C2=O)C1 (stereo unspecified)
  11 | -1.2
> CCC/C=C1/CCCOC(C(=O)NCc2ccc(C)o2)(C(F)(F)F)C1 (stereo unspecified)
  6 | -1.8
> CC(C)(C)CC(=O)Nc1cccc(-c2cn3cccnc3n2)c1
  20 | 2.2
> CCCCc1ccc(S(=O)(=O)Nc2nnc(C)s2)cc1
  19 | -0.9
> CC(NC(=O)COC(=O)CN1C(=O)C2CCCCC2C1=O)c1ccccc1 (stereo unspecified)
  7 | -0.3
> COc1ccccc1Nc1nnc(SC(C)C(=O)NC2CC2)s1 (stereo unspecified)
  2 | -0.7
> CCCC(=O)Nc1c(O)c2ccccc2[nH]c1=O
  8 | -2.5

The closing 3 entries of the part above lead into the next.
Values run as follows: OX1R antag | STK33 kinase inh
> CC(NC(=O)COC(=O)CN1C(=O)C2CCCCC2C1=O)c1ccccc1 (stereo unspecified)
  7 | -0.3
> COc1ccccc1Nc1nnc(SC(C)C(=O)NC2CC2)s1 (stereo unspecified)
  2 | -0.7
> CCCC(=O)Nc1c(O)c2ccccc2[nH]c1=O
  8 | -2.5
> COc1ccc(S(=O)(=O)Nc2ccccc2C)cc1C(=O)N1CCOCC1
  19 | -1.5
> COC(=O)CC1COc2ccccc2N1S(=O)(=O)c1ccc(OC)cc1 (stereo unspecified)
  15 | -0.4
> O=C(CCc1nc(-c2ccccc2F)no1)NC1CCCCCC1
  25 | -0.7
> COc1cc(/C=N/NC(=O)c2nc(C)cc(C)n2)ccc1O
  16 | 1.1
> C=CCNC(=S)Nc1ccccc1
  7 | -0.9
> COc1ccc2cc(C(N)=O)/c(=N/NC(=O)c3ccco3)oc2c1
  79* | 0.6
> CCCC(=O)NC(c1ccc(Cl)cc1Cl)c1ccc2cccnc2c1O (stereo unspecified)
  21 | -2.6
> O=C(NC(=S)Nc1ccc(S(=O)(=O)Nc2nccs2)cc1)c1cccnc1
  2 | -1.1
> CCCNc1c(NS(=O)(=O)c2ccc(Cl)s2)c(=O)oc2ccccc12
  29 | 0.9
> Nc1nc(Nc2cccc(C(F)(F)F)c2)nc(C(F)(F)F)n1
  40 | 0.3

Values run as follows: OX1R antag | STK33 kinase inh
> Cc1cc(C)c(C#N)c(N2CCN(CCOc3ccc(Cl)cc3)CC2)n1
  15 | 0.3
> O=C(O)c1ccc(N2CCOCC2)c(N2C(=O)C3C4C=CC(C4)C3C2=O)c1 (stereo unspecified)
  18 | 0.4
> Cc1ccc(-c2cc(C(=O)Nc3cccnc3)c3ccccc3n2)s1
  38 | -1.7
> CCCn1nc(C(=O)Nc2ccc3c(c2)OCO3)c2ccccc2c1=O
  -1 | -0.5
> CC(=O)C1=C(C)NC2(O)c3ccccc3C(=O)C12O (stereo unspecified)
  4 | -0.1
> CC12C(=O)N(c3nccs3)C(=O)C1C1C=CC2C1 (stereo unspecified)
  5 | -0.3
> O=C1CC(c2ccccc2)Cc2nc3nc(C(F)(F)F)nn3cc21 (stereo unspecified)
  14 | -1.6
> CC[n+]1c(/C=C/C=C/N(C(C)=O)c2ccccc2)sc2ccccc21
  36 | 8.5
> Cc1csc(NC(=O)c2ccc(C)c(S(=O)(=O)N3CCCCC3)c2)n1
  14 | 0.3
> Cc1cccc(N(C(=O)CNC(=O)c2ccco2)C(C(=O)NC2CCCC2)c2ccncc2)c1 (stereo unspecified)
  8 | -0.5

Values run as follows: OX1R antag | STK33 kinase inh
> COc1ccc(NC(=O)NC23CC4CC(CC(C4)C2)C3)cc1OC
  17 | -0.1
> CCCNC(=O)N1c2ccccc2Sc2ccccc21
  12 | 4.5
> CC(Oc1cc2oc(=O)c3c(c2cc1Cl)CCC3)C(=O)NCCCn1ccnc1 (stereo unspecified)
  5 | 0.2
> C=C(C)c1cccc(C(C)(C)NC(=O)NCC2COCCO2)c1 (stereo unspecified)
  0 | -2.3
> CCOC(=O)CCNC(=O)Nc1ccc2nc(C)n(Cc3ccc(Cl)cc3)c(=O)c2c1
  18 | -0.4
> N/C(=N\OC(=O)c1cc(Cl)ccc1Cl)c1ccncc1
  3 | -1.4
> CCOC(=O)C(=O)C1=C(N2CCOCC2)/C(=C\c2cccc([N+](=O)[O-])c2)CC1
  18 | 0.0
> O=C(NC1CCCCC1)c1ccc(Cn2cc(Cl)cn2)cc1
  14 | -3.3
> CSCC[C@H](NC(=O)[C@H](Cc1ccccc1)n1c(=O)[nH]c2ccccc2c1=O)C(=O)N1CCC[C@@H]1C(=O)O
  16 | -0.8
> Cc1c(NC(=O)CSc2n[nH]c(=O)n2-c2ccccc2)c(=O)n(-c2ccccc2)n1C
  -2 | 0.9

Values run as follows: OX1R antag | STK33 kinase inh
> O=C1CC(N2CCN(c3ccc(F)cc3)CC2)C(=O)N1Cc1ccccc1 (stereo unspecified)
  5 | -1.0
> Cc1cc(C(=O)OCC(=O)NCc2cccs2)ccc1[N+](=O)[O-]
  16 | -0.7
> Cc1ccc2nc(N3CCN(Cc4nnnn4C4CCCC4)CC3)c(C#N)cc2c1
  11 | -1.5
> CNS(=O)(=O)c1cc(C(=O)NCc2ccco2)ccc1Cl
  22 | -1.1
> COC(=O)NC(=C(Cl)Cl)S(=O)(=O)c1ccccc1
  11 | 3.0
> COc1ccc(N2CCN(C3CC(=O)N(C)C3=O)CC2)cc1 (stereo unspecified)
  22 | 0.0
> Cc1c(C(=O)O)c2cc(O)ccc2n1-c1ccccc1
  18 | -3.4
> Cc1c(C)c2ccc(OCC(=O)N3CCOCC3)c(C)c2oc1=O
  28 | -0.1
> CCn1ccnc1C(O)c1cccc(OC)c1OC (stereo unspecified)
  5 | -1.0
> CCN(CC(=O)Nc1ccccc1C(F)(F)F)C(=O)CCS(=O)(=O)c1ccc(Cl)cc1
  11 | -1.4

Values run as follows: OX1R antag | STK33 kinase inh
> O=S(=O)(NCc1nc(-c2ccccc2)no1)c1ccc(F)cc1
  15 | -1.3
> CCCOc1ccc(N2C(=O)CC(SC(=N)N3N=C(c4ccccc4)CC3c3ccccc3)C2=O)cc1 (stereo unspecified)
  0 | -1.5
> CC(=O)Nc1ccc(S(=O)(=O)N[C@@H](C)C(=O)OCC(=O)c2ccc[nH]2)cc1
  0 | 0.0
> C/C(Cc1ccccc1)=N\NC(=O)CNC(=O)c1ccccc1Cl
  7 | -0.3
> O=C(Cn1nc2n(c1=O)-c1ccccc1SC2)N/N=C/c1ccncc1
  14 | 0.6
> CC1(c2nnc(-c3cccc(Cl)c3)o2)CC(c2ccc(Cl)cc2)=NO1 (stereo unspecified)
  18 | -1.9
> Fc1cccc(NC(=S)N2CCCCC2)c1
  14 | -0.4
> Cc1cc(Cl)c(OCCOCCN2CCCCC2)c(Br)c1
  20 | ·
> Cc1ccc(C(=O)C2CCN(CC(=O)N3CCN(c4ccc(F)cc4)CC3)CC2)cc1
  18 | -0.5
> CCN1CCN(CCOc2ccc(Cl)cc2)CC1
  0 | -0.8

Values run as follows: OX1R antag | STK33 kinase inh
> CN(C)S(=O)(=O)c1ccc(NC(=O)C2CC(=O)N(Cc3ccccc3)C2)cc1 (stereo unspecified)
  8 | -1.1
> N#Cc1c(SCC(N)=O)nc2c(c1-c1ccncc1)CCCC2
  24 | -1.7
> COc1ccc(OCc2n(CC(=O)OC3CC(C)CCC3C(C)C)c3ccccc3[n+]2C)cc1 (stereo unspecified)
  8 | 0.5
> COc1ccc(N(C(=O)c2ccc3c(c2)OCO3)C2C=CS(=O)(=O)C2)c(OC)c1 (stereo unspecified)
  1 | -1.1
> O=C(COc1ccccc1)NCc1cccs1
  13 | -1.9
> CCCc1cc(=O)n2[nH]c(NCc3c(F)cccc3Cl)nc2n1
  20 | 0.4
> CCOCCCNCC(O)c1ccccc1 (stereo unspecified)
  22 | ·
> CC(C)(C)c1ccc(-n2ncc3c2CCCC3NC(=O)CCn2cncn2)cc1 (stereo unspecified)
  -5 | -1.0
> Cn1c(C(=O)N2CCCC(C(=O)O)C2)cc2sccc21 (stereo unspecified)
  12 | -0.3
> O=C(NC1CCCCC1)C(c1ccc(F)cc1)N(C(=O)c1csnn1)C1CC1 (stereo unspecified)
  14 | -0.9

Values run as follows: OX1R antag | STK33 kinase inh
> COC(=O)CCc1c(C)c(C(=O)c2ccc(F)cc2)c2ccccn12
  22 | 0.0
> CC(=O)c1cccc(NC(=O)c2ccc3c(c2)C(=O)N(Cc2cccnc2)C3=O)c1
  34 | -1.3
> CCOC(=O)CSc1nc2ccccc2c(=O)n1Cc1ccco1
  11 | -0.7
> CCCOC(=O)c1ccc(Oc2c(-c3ccc(OCC)cc3O)n[nH]c2C)cc1
  5 | -1.2
> NC(=O)NC(=O)C(c1ccccc1)N1CCN(S(=O)(=O)Cc2ccccc2)CC1 (stereo unspecified)
  8 | 0.2
> Cn1c(CCNC(=O)C(C)(C)C)nc2ccccc21
  3 | 0.9
> C[C@H](CO)N1C[C@H](C)[C@@H](CN(C)C(=O)Nc2ccc3c(c2)OCO3)Oc2ccc(NC(=O)NC3CCCCC3)cc2C1=O
  2 | -0.8
> COCCC(=O)N1CCC(Oc2ccc(C(=O)NC3CCOC(C)(C)C3)cc2)CC1 (stereo unspecified)
  12 | -0.3
> CC(=O)Nc1ccc(S(=O)(=O)N(C)c2ccc(O)cc2)cc1
  15 | -0.4
> O=C(Cc1ccc(Br)cc1)Nc1ccc2[nH]ncc2c1
  7 | -1.6

Entries listed so far that have a COOH group (four):
Values run as follows: OX1R antag | STK33 kinase inh
> O=C(O)c1ccc(N2CCOCC2)c(N2C(=O)C3C4C=CC(C4)C3C2=O)c1 (stereo unspecified)
  18 | 0.4
> CSCC[C@H](NC(=O)[C@H](Cc1ccccc1)n1c(=O)[nH]c2ccccc2c1=O)C(=O)N1CCC[C@@H]1C(=O)O
  16 | -0.8
> Cc1c(C(=O)O)c2cc(O)ccc2n1-c1ccccc1
  18 | -3.4
> Cn1c(C(=O)N2CCCC(C(=O)O)C2)cc2sccc21 (stereo unspecified)
  12 | -0.3

(listing goes on)
Values run as follows: OX1R antag | STK33 kinase inh
> Cc1ccc(C(=O)Nc2scc(-c3ccccc3)c2C(=O)O)o1
  9 | 1.3
> C/C(=N\Nc1ccc(Cl)c(C(=O)O)c1)c1ccc(Br)s1
  12 | -1.4
> O=C(c1cc(C2CC2)nn1-c1ccccc1)N1CCN(Cc2ccc(Cl)cc2)CC1
  7 | -0.8
> CN(C)CCNc1c2c(c(C#N)c3nc4ccccc4n13)CCCC2
  39 | 2.9
> COc1cc(C(C)=O)ccc1OCC(=O)N1CCc2ccccc2C1
  15 | -2.0
> CCCCNC(=S)N(C)/N=C/c1c(F)cccc1F
  9 | -0.8
> CC[C@]12c3[nH]c4ccc(Cl)cc4c3CCN1C(=O)[C@@H](CC(=O)NCC13CC4CC(CC(C4)C1)C3)C[C@@H]2C(=O)N1CCN(C(=O)C2CC2)CC1
  12 | ·
> COc1cc(F)ccc1CN1CCC(C(=O)Nc2ccc(Oc3ccccc3)nc2)CC1
  4 | 0.4
> COc1ccc(C/C(C)=N/NC(=O)C2COc3ccccc3O2)cc1 (stereo unspecified)
  11 | 1.1
> CC1(C)CC(=O)C(C(=O)/C=C/c2ccco2)C(=O)C1
  35 | 0.6

Values run as follows: OX1R antag | STK33 kinase inh
> CC[n+]1c(/C=C/N(C)c2ccccc2)oc2ccc(F)cc21
  25 | -0.9
> OC1(c2ccc(F)cc2)CN(c2ccccc2)C2=[N+]1CCS2 (stereo unspecified)
  22 | -0.6
> CCN(CC)c1ccc(-n2c(C)cc(C=O)c2C)cc1
  29 | -3.3
> O=C(CCC(=O)OCc1ccc(Cl)cc1)Nc1ccccc1
  19 | -0.6
> C[C@@]12C(=O)Nc3ccc(F)cc3C(=O)N1[C@H]1c3ccccc3OC[C@@H]1[C@@H]2c1ccccc1
  6 | 0.2
> O=C(NC1CCCCC1)N1CCN(Cc2nc3ccccc3c(=O)[nH]2)CC1
  15 | -0.3
> COc1ccccc1Nc1nnc(SCc2cc(=O)n3ccsc3n2)s1
  20 | 1.2
> O=C(NC(=O)c1cccc(Cl)c1)OC[C@@H]1CCCN2CCCCC12 (stereo partly specified)
  10 | -1.3
> O=C(OCC(=O)c1ccc(Cl)s1)c1ccc2ccccc2n1
  23 | -0.8
> C=CC[C@@H](CC(=O)N[C@@H](CO)Cc1ccccc1)C(=O)N[C@@H](COC(=O)[C@@H](CC=C)CC(=O)OC(C)(C)C)Cc1c[nH]c2ccccc12
  0 | -0.1

Values run as follows: OX1R antag | STK33 kinase inh
> Cc1ccc(Cl)cc1N1CCN(C(=O)CCC(=O)O)CC1
  23 | -1.8
> COc1ccc(C)cc1N(C)C(=O)Cc1c(C(=O)O)n(C)c2ccccc12
  11 | -1.4
> COc1ccc(-n2c(SC(C)C(=O)N3CCOCC3)nc3ccccc3c2=O)cc1 (stereo unspecified)
  8 | 0.5
> CCN(CCNC(=O)C1=C(C)C(=O)OC12CCC(C)CC2)c1ccccc1 (stereo unspecified)
  7 | 1.1
> CC(=O)c1cccc(S(=O)(=O)N2CCC(C(=O)Oc3ccc(-c4nnco4)cc3)CC2)c1
  12 | -0.1
> COc1cccc(-c2nnc(SCc3nc4ccccc4[nH]3)n2N)c1
  20 | -0.7
> Cc1cc(C)nc(NS(=O)(=O)c2ccc(N3Cc4ccccc4C3=O)cc2)n1
  6 | 1.6
> O=C(Nc1cccc(O)c1)c1cc(S(=O)(=O)N2CCCC2)ccc1Cl
  26 | 0.9
> CCCCNC(=O)CCCN1C(=O)c2cccnc2Sc2ccccc21
  2 | -0.7
> CCCN(CC(=O)Nc1ccc(Cl)cc1Cl)C(=O)/C=C/c1cc(OC)ccc1OC
  18 | -0.8
> CCOC(=O)CN1C(=O)C(=O)N(Cc2cccc(C)c2)C1=O
  2 | -0.3
> O=C(C1=C[C@H](C2CC2)C[C@H](OCc2ccc(CO)cc2)O1)N1CCN(Cc2ccc3c(c2)OCO3)CC1
  19 | 1.6
